# High-throughput results from PubChem BioAssay.
# rad50 – NCI yeast anticancer drug screen, S. cerevisiae rad50 strain | % growth inhibition at 50 µM | 79,000 tested, 10% active | AID 155;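 note: 0% = growth of vehicle-only cultures of the same strain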
#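 Compounds were tested on a yeast strain with an engineered DNA damage repair alteration; the reported value is growth inhibition normalised to vehicle treatment.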
# mlh1 rad18 – NCI yeast anticancer drug screen, S. cerevisiae mlh1 rad18 strain; 79,000 tested, 11% active; AID 175; % growth inhibition at 50 µM;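 note: 0% = growth of vehicle-only cultures of the same strain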
#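 In this whole-cell yeast screen, a strain with altered DNA damage repair is challenged with compound, and its growth is measured against matched vehicle-treated controls.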
# yeast bub3 – NCI yeast anticancer drug screen, S. cerevisiae bub3 mutant strain | AID 167 | % growth inhibition at 50 µM | 78,000 tested, 9.9% active;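 note: 0% = growth of vehicle-only cultures of the same strain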
#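 In this screen, a yeast mutant lacking normal mitotic checkpoint function is challenged with compound. Relative growth versus vehicle gives the inhibition value.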
# sgs1 mgt1 – NCI yeast anticancer drug screen, S. cerevisiae sgs1 mgt1 strain. 78,000 tested, 10% active. % growth inhibition at 50 µM;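 note: 0% = growth of vehicle-only cultures of the same strain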
#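 Genetically altered yeast, compound exposure, growth inhibition relative to vehicle.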
# yeast mec2-1 – NCI yeast anticancer drug screen, S. cerevisiae mec2-1 strain. % growth inhibition at 50 µM. 79,000 tested, 9% active. AID 157;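 note: 0% = growth of vehicle-only cultures of the same strain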
#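 Growth inhibition is read against vehicle-treated controls after compound exposure of the mec2-1 yeast strain, which is defective in DNA damage repair or cell cycle control.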
# yeast cln2 rad14 – NCI yeast anticancer drug screen, S. cerevisiae cln2 rad14 strain | AID 165 | 78,000 tested, 8.3% active | growth inhibition, % at 50 µM;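 note: 0% = growth of vehicle-only cultures of the same strain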
#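 Strain: cln2 rad14 yeast, altered in cell cycle control and DNA damage repair. Read-out: growth inhibition vs vehicle.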
# * hit, by the source's call; / = no result given. Cut-off read from the data, not from the text of the source: active = growth inhibition above about 70%; inactive = the rest.
no. | mol | rad50 | mlh1 rad18 | yeast bub3
1 | N#CC1C(=O)NC(=O)C(C#N)C12CCN(Cc1ccccc1)CC2 (stereo not given) | -4 | -3 | 20
2 | CC(C)(C)[Si](C)(C)OCC1OC(n2ccc(N)nc2=O)C(O[Si](C)(C)C(C)(C)C)C1O[Si](C)(C)C(C)(C)C (stereo not given) | 46 | 36 | 39
3 | CC(=O)OCC(C)O (stereo not given) | 28 | 2 | 1
4 | CC(CN(C)C)C(=O)/C=C/c1ccc(C(C)C)cc1 (stereo not given) | 93* | 91* | 69
5 | O=c1c2ccccc2c(Br)c(Br)c2ccccc12 | 11 | 27 | 9
6 | COC(=O)C(=O)C(C(=O)C(N)=O)c1nc2ccc(C(=O)c3ccccc3)cc2[nH]c1=O (stereo not given) | 0 | 10 | -19
7 | Cc1ccc(Nc2c([N+](=O)[O-])c(=O)n(C)c(=O)n2C)cc1C | -2 | -13 | -8
8 | CCOc1ccc(NC(=O)/C(CC(=O)c2c[n+](=O)c3ccccc3n2[O-])=N\OCCCc2ccccc2)cc1 | 12 | 4 | 12
9 | O=C(OCC1OC(n2ccc(=O)[nH]c2=O)C(F)C1OC(=O)c1ccccc1)c1ccccc1 (stereo not given) | 24 | 2 | 7
10 | COc1ccc(-c2cc(=O)c3ccc4ccccc4c3o2)cc1 | -18 | 9 | /
11 | CC(=O)OC1CCC2(C)C(=CCC3C2CCC2(C)C(C(C)N)CCC32)C1 (stereo not given) | 98* | 98* | 96*
12 | COC(=O)c1ccc(CSc2ccccc2NC(=S)Nc2cccc(C(F)(F)F)c2)o1 | -4 | -8 | -18

no. | sgs1 mgt1 | yeast mec2-1 | yeast cln2 rad14
1 | 3 | 12 | -2
2 | 30 | 17 | 11
3 | 14 | -10 | 0
4 | 97* | 37 | 26
5 | 16 | -12 | 3
6 | -17 | 5 | -9
7 | 3 | -26 | 1
8 | 6 | 7 | 14
9 | 9 | 4 | 18
10 | / | -34 | /
11 | 93* | 99* | 71*
12 | -1 | -20 | 5

# Following part
no. | mol | rad50 | mlh1 rad18 | yeast bub3
13 | Oc1ccc(N=Nc2ccc(Br)cc2)c(O)c1 | 4 | 23 | 34
14 | CC(=O)Nc1cc2c(cc1Br)Cc1cc(Br)ccc1-2 | -4 | -14 | 1
15 | COC(=O)CCC1=C(C)C2=NC1=CC1=NC(=CC3=C(C)/C(=C(/C)NO)C(=N3)C=c3[nH]c(c(/C(C)=N\O)c3C)=C2)C(C)=C1CCC(=O)OC | -15 | -13 | 32
16 | CCCCCCCCCCCCCCCCCC(=O)Oc1c(C(C)CC)cc([N+](=O)[O-])cc1[N+](=O)[O-] (stereo not given) | 13 | 54 | 10
17 | CCCNC(=O)Cn1c(C)cc2ccccc21 | 7 | -82 | 15
18 | Cc1cc(N=NC(N)=S)c2ccccc2c1O | 76* | 54 | 37
19 | O=C(O)c1ccc2c(c1)Cc1cc([N+](=O)[O-])ccc1-2 | 70* | 73* | 14
20 | CC1(C)CC(=O)C(C(=O)Nc2cccs2)=C(O)C1 | 89* | 90* | 91*
21 | CCc1ccc(NC(=S)NC(=O)c2ccccc2OC)cc1 | 11 | 4 | 20
22 | O=C1CSC(=Nc2ccccc2F)N1c1ccccc1F | 6 | 18 | 18
23 | CN(NC(=O)CC(=O)NN(C)C(=S)c1ccccc1)C(=S)c1ccccc1 | 69 | 84* | 76*
24 | Cc1cc2nc3ccc(=[N+](C)C)cc-3sc2cc1N | -24 | -24 | -26

no. | sgs1 mgt1 | yeast mec2-1 | yeast cln2 rad14
13 | 30 | 31 | -20
14 | -8 | -4 | -4
15 | -17 | 14 | -41
16 | 46 | 25 | 3
17 | 26 | 6 | 23
18 | 7 | 25 | -22
19 | 64 | 13 | 35
20 | 93* | 93* | 89*
21 | 9 | 7 | 21
22 | 8 | -17 | 19
23 | 92* | 80* | 74*
24 | -21 | -40 | -14

# Arranged by SMILES length (high to low): some entries from above.
no. | mol | rad50 | mlh1 rad18 | yeast bub3
19 | O=C(O)c1ccc2c(c1)Cc1cc([N+](=O)[O-])ccc1-2 | 70* | 73* | 14
22 | O=C1CSC(=Nc2ccccc2F)N1c1ccccc1F | 6 | 18 | 18
18 | Cc1cc(N=NC(N)=S)c2ccccc2c1O | 76* | 54 | 37

no. | sgs1 mgt1 | yeast mec2-1 | yeast cln2 rad14
19 | 64 | 13 | 35
22 | 8 | -17 | 19
18 | 7 | 25 | -22

# Of the compounds above, these have four or more nitrogen atoms:
no. | mol | rad50 | mlh1 rad18 | yeast bub3
1 | N#CC1C(=O)NC(=O)C(C#N)C12CCN(Cc1ccccc1)CC2 (stereo not given) | -4 | -3 | 20
7 | Cc1ccc(Nc2c([N+](=O)[O-])c(=O)n(C)c(=O)n2C)cc1C | -2 | -13 | -8
8 | CCOc1ccc(NC(=O)/C(CC(=O)c2c[n+](=O)c3ccccc3n2[O-])=N\OCCCc2ccccc2)cc1 | 12 | 4 | 12
15 | COC(=O)CCC1=C(C)C2=NC1=CC1=NC(=CC3=C(C)/C(=C(/C)NO)C(=N3)C=c3[nH]c(c(/C(C)=N\O)c3C)=C2)C(C)=C1CCC(=O)OC | -15 | -13 | 32
23 | CN(NC(=O)CC(=O)NN(C)C(=S)c1ccccc1)C(=S)c1ccccc1 | 69 | 84* | 76*

no. | sgs1 mgt1 | yeast mec2-1 | yeast cln2 rad14
1 | 3 | 12 | -2
7 | 3 | -26 | 1
8 | 6 | 7 | 14
15 | -17 | 14 | -41
23 | 92* | 80* | 74*

# New compounds follow:
no. | mol | rad50 | mlh1 rad18 | yeast bub3
25 | O=c1c2ccccc2nc2sc3nc4ccccc4c(=O)n3n12 | 4 | -12 | -4
26 | CCOCC1OC1COCC (stereo not given) | -9 | 5 | -26
27 | Cc1cccc(N=C(Nc2cccc(C)n2)Nc2cccc(C)n2)n1 | 31 | 31 | 26
28 | Cc1cc2nnn(-c3ncccc3[N+](=O)[O-])c2cc1C | 5 | 19 | 10
29 | CCOC(=O)/C=C(/O)CC(=O)OCC.[Cu+2] | -12 | 0 | -17
30 | CCCCOC(=O)C(OC(=O)Nc1ccccc1)c1ccccc1 (stereo not given) | -7 | 22 | -1
31 | CC1(C)CC(=O)C(CC(C(=O)C(=O)Nc2cc(C(F)(F)F)ccc2Cl)C(=O)c2ccco2)C(=O)C1 (stereo not given) | -2 | 19 | 13
32 | O=C1C(=Cc2ccc(Cl)c(Cl)c2)C([O-])=C([P+](c2ccccc2)(c2ccccc2)c2ccccc2)C([O-])=C1[P+](c1ccccc1)(c1ccccc1)c1ccccc1 | -5 | -20 | -22
33 | CC1=C(\C=C/C(C)=N/N=C(C)\C=C\C2=C(C)CCCC2(C)C)C(C)(C)CCC1 | 71* | 44 | 24
34 | O=C(CCN1CCN(c2cccc(Cl)c2)CC1)N1CCc2c([nH]c3ccccc23)C1c1cccnc1 (stereo not given) | 90* | 90* | 91*
35 | C=CC(CCC)c1cc(C(=O)O)ccc1OC (stereo not given) | 20 | 39 | 18
36 | Cc1cc(-c2ccc(NC(=O)Nc3cccc(F)c3)c(C)c2)ccc1NC(=O)Nc1cccc(F)c1 | 12 | 7 | 14
37 | Cc1[nH]nc2c1NC(=O)OC(C)C2 (stereo not given) | 12 | 3 | -3

no. | sgs1 mgt1 | yeast mec2-1 | yeast cln2 rad14
25 | -9 | -11 | -56
26 | -17 | -46 | 6
27 | 36 | 16 | 37
28 | -5 | 6 | 18
29 | -6 | -2 | -21
30 | 3 | 4 | 0
31 | 19 | 30 | -22
32 | -7 | -45 | 5
33 | 71* | 29 | 28
34 | 90* | 92* | 92*
35 | 41 | 19 | 36
36 | 14 | -14 | 24
37 | 1 | -3 | -10

# Structures listed so far that contain an NH in an aromatic ring, in the order listed:
no. | mol | rad50 | mlh1 rad18 | yeast bub3
6 | COC(=O)C(=O)C(C(=O)C(N)=O)c1nc2ccc(C(=O)c3ccccc3)cc2[nH]c1=O (stereo not given) | 0 | 10 | -19
9 | O=C(OCC1OC(n2ccc(=O)[nH]c2=O)C(F)C1OC(=O)c1ccccc1)c1ccccc1 (stereo not given) | 24 | 2 | 7
15 | COC(=O)CCC1=C(C)C2=NC1=CC1=NC(=CC3=C(C)/C(=C(/C)NO)C(=N3)C=c3[nH]c(c(/C(C)=N\O)c3C)=C2)C(C)=C1CCC(=O)OC | -15 | -13 | 32
34 | O=C(CCN1CCN(c2cccc(Cl)c2)CC1)N1CCc2c([nH]c3ccccc23)C1c1cccnc1 (stereo not given) | 90* | 90* | 91*
37 | Cc1[nH]nc2c1NC(=O)OC(C)C2 (stereo not given) | 12 | 3 | -3

no. | sgs1 mgt1 | yeast mec2-1 | yeast cln2 rad14
6 | -17 | 5 | -9
9 | 9 | 4 | 18
15 | -17 | 14 | -41
34 | 90* | 92* | 92*
37 | 1 | -3 | -10

# Hits appear at their usual frequency (roughly 15% active in at least one column).
